D1 antag: antagonists of human D1 dopamine receptor; HEK293 TREx D1 cells, calcium flux, dopamine EC80; stronger effect = lower value; activity change, negative = inhibition, % at 10 µM; P21728; AID 504652; hit rate 3.2% among 360,000; in the data active = activity change below about -30%; note: % is set by controls: 0 for no effect and ±100 for the full control effect
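Cells carrying a force-coupled, tetracycline-inducible human D1 receptor report calcium flux. Each well gets a 10 s baseline, compound with 180 s monitoring, then an EC80 dopamine stimulus with a second 180 s kinetic read.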
D2 PAM: positive allosteric modulators of human D2 dopamine receptor; P14416; potentiation, % at 10 µM; hit rate 0.34% among 340,000; HEK293 T-REx D2, calcium flux, EC20 dopamine potentiation;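 active = potentiation over 3 SD above the plate norm, cut at about 30% in these data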; note: 0% is about no effect
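Potentiation of an EC20 dopamine calcium response measured kinetically over 180 s, after a preceding 180 s compound-only read flagging agonists. Cells: inducible Hek293 Trex D2 line, 4000/well, cultured overnight at 30 C before dye loading.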
RXFP1 antagonist: blocks the human relaxin receptor RXFP1. Q9HBX9. HEK293-RXFP1, relaxin-stimulated cAMP HTRF, 30 min; stronger effect = lower value. activity change, negative = inhibition, % at 57.5 µM. hit rate 0.59% among 350,000;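 active = activity change of -60% or lower, but not beyond a set lower limit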; note: % is set by controls: 0 for no effect and ±100 for the full control effect
Target sequence (Q9HBX9 whole entry, looked up): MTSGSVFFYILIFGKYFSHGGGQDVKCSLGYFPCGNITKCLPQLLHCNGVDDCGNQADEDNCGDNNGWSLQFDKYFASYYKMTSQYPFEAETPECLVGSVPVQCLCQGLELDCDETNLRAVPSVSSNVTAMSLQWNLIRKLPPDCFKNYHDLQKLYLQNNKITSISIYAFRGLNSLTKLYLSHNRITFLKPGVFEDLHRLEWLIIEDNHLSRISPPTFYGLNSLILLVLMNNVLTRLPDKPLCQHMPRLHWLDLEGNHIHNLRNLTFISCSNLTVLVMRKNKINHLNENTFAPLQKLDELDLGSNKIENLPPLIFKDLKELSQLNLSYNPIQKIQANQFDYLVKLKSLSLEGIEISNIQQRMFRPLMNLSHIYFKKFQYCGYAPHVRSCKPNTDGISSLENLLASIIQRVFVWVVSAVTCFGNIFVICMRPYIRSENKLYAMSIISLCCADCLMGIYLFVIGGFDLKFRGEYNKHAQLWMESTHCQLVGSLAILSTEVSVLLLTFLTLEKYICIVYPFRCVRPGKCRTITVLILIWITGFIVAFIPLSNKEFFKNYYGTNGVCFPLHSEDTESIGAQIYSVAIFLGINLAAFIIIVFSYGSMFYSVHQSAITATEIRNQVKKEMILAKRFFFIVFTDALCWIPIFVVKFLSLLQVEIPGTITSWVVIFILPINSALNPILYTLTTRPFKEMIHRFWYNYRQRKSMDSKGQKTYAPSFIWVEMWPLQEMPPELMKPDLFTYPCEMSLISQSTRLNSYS
RXFP1 agonist: RXFP1 (human) receptor agonism; HEK293T-RXFP1 cAMP TR-FRET, 30 min; response scale: percent of porcine relaxin response, buffer zero; Potency, µM (series often up to 57.5 µM), inactives show at the highest dose activation, actives largely listed as activators; hit rate 0.3% among 370,000; active = well fitted activation curve with a large enough effect; note: potency is the fitted concentration of half-maximal effect; % is set by controls: 0 for no effect and ±100 for the full control effect; nearly all actives have a fitted effect of over 60% in size; many of its hits are not listed in these tables
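HEK293 cells stably expressing RXFP1, treated 30 min at 37C with compounds plus PDE4 inhibitor Ro 20174; cAMP measured by HTRF TR-FRET. Normalized to buffer and 29 nM porcine relaxin; EC50 by Hill fit.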
TRHR enhancer: allosterically enhances the human TRH receptor; TRHR cells, fluo-8 calcium fluorescence, EC20 TRH enhancement; P34981; hit rate 0.66% among 360,000; enhancement, % at 2 µM; AID 493056; in the data active = enhancement above about 30%; note: 0% is about no effect
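Enhancer read-out: after compound pinning and an initial kinetic agonist-mode read, an EC20 of TRH (10 nM final) was injected and fluo-8 calcium signal (Ex 480/Em 530) followed at 1 s/cycle for 100 cycles in TRHR-expressing cells.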
D2 antagonist: D2 dopamine receptor (human) antagonism; inhibition, % at 10 µM; HEK293 TREx D2 cells, calcium flux, dopamine EC80; P14416; hit rate 2% among 340,000; in the data active = inhibition above about 30%; note: 0% is about no effect
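Overnight-induced (tetracycline, 30 C) HEK293 T-REx cells carrying force-coupled D2 receive a no-wash calcium dye, then compound, then EC80 dopamine at 180 s; signals are read kinetically throughout.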
D2 agonist: D2 dopamine receptor (human) agonism; HEK293 T-REx D2 cells, calcium flux agonist mode; activation, % at 2 µM; hit rate 0.53% among 340,000; AID 485358;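 active = activation over 3 SD above normal in the single-dose calcium agonist read, cut at about 30% in these data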; note: 0% is about no effect
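Agonism scored from kinetic calcium signal (1 read/sec, 180 s) following compound pin transfer, after a 10 s baseline. Cells: HEK293 Trex line expressing inducible D2 receptor coupled to calcium, dye-loaded after overnight culture at 30 C.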
D1 ag: human D1 receptor agonism. P21728. HEK293 T-REx D1 cells, calcium flux, agonist mode. activation, % at 2 µM. hit rate 1% among 360,000; in the data active = activation above about 30%; note: 0% is about no effect
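Tetracycline-induced HEK293 TREx D1 cells, force-coupled to calcium signalling, were dye-loaded with a no-wash calcium kit. Compound was pin-added after a 10 s baseline. Fluorescence was read kinetically at 1 cycle/s for 180 s, with calcium rises flagged as agonism.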
D1 PAM: human D1 dopamine receptor positive modulation. P21728. HEK293 TREx D1 cells, calcium flux, dopamine EC20 potentiation. potentiation, % at 10 µM. hit rate 0.036% among 360,000. AID 504651; in the data active = potentiation above about 30%; note: 0% is about no effect
The depositor's hits bear a star; nt = no result given.

SMILES	D1 antag	D2 PAM	RXFP1 antagonist	RXFP1 agonist	TRHR enhancer	D2 antagonist	D2 agonist	D1 ag	D1 PAM
C=CCNC(=S)Nc1ccc(Cl)cc1	-4	1	-18	4.0%	3	-4	0.6	1	-3
C=CCNC(=S)NNC(=O)C(CCCC)CC(C)O (configuration not stated)	nt	-5	-4	3.1%	1	-11	-0.2	-2	-1
O=C(NCCCN1CCOCC1)c1ccc(CNS(=O)(=O)c2ccc(F)cc2)cc1	10	-11	1	0.6%	3	2	-1.6	2	1
Cc1c(CCC(=O)NCCc2ccccc2)c(=O)oc2cc(O)ccc12	3	-2	12	9.8%	7	nt	-1.0	-1	-1
CC(=O)Nc1ccc(S(=O)(=O)Nc2ccc(S(=O)(=O)Nc3nccs3)cc2)cc1	19	5	-10	1.4%	8	-3	0.1	2	-3
CC(C)n1nc(C(=O)Nc2ccc3c(c2)OCO3)c2ccccc2c1=O	-32*	-11	-2	0.7%	1	12	0.6	1	nt
O=C1NC(=O)C(c2cn(-c3ccccc3)nc2-c2ccc(F)cc2)N1 (configuration not stated)	-6	-5	-4	0.8%	2	0	0.6	1	1
N#CC1=C(N)C(C#N)(C#N)[C@H](c2ccoc2)[C@H]2CN(Cc3ccccc3)CC=C12	2	3	-4	3.2%	7	1	31*	18	0
CC1CCCC(NC(=O)c2ccc3c(c2)OCCO3)C1C (configuration not stated)	0	-4	1	12%	-5	8	-0.3	-1	-2
Cc1nnc(N2CCC(C(=O)NCc3cccc(Cl)c3)CC2)c2nn(-c3ccccc3)c(C)c12	7	14	-7	6.3%	2	nt	0.7	3	1
Oc1ccc(CN2CCN(c3ncccn3)CC2)cc1	-4	-18	-2	0.7%	-5	84*	84*	2	-7
COCCNC(=O)c1nn2cccnc2c1Cl	6	-2	12	4.8%	10	-3	0.0	1	-3
COc1cccc(NC(=O)CN(C)C(=O)CCNC(=O)c2ccc(Br)cc2)c1	5	-10	-7	0.4%	2	8	-0.5	2	-6
CCc1ccccc1NC(=O)NCc1ccc2c(c1)OCO2	-1	-14	-19	0.7%	0	-21	-2.0	1	-2
O=C(N/N=C/c1c[nH]c2ccccc12)c1cc(Br)ccc1O	4	4	0	2.5%	-2	0	1.1	1	-1
CCC(CC)NC(=O)CN(c1ccccc1OC)S(=O)(=O)c1cccs1	18	-3	8	0.0%	-4	-3	-1.2	-1	0
O=C(NC1Cc2ccccc2C1)c1cc(COc2ccc(F)cc2Cl)on1	-17	-21	9	-1.0%	-6	13	1.3	10	4
Cc1ccc(C(=O)NNC(=O)CSc2nnc3c(n2)[nH]c2ccc(C)cc23)cc1	25	-2	3	-0.1%	4	-23	0.5	3	-11
CCCOc1ccc(/C=N/Nc2cccc([N+](=O)[O-])c2)c(O)c1	-9	9	-6	-0.4%	2	-3	-1.6	1	14
Cc1ccc(NC(=O)c2cc3ccccc3cc2O)cc1	-19	5	2	5.2%	-7	-6	-0.3	10	-7
CCc1ccc(/C=C2/SC(N3CCOCC3)=NC2=O)cc1	3	-7	-9	-2.3%	0	0	-0.9	0	-2
NC(=O)C1CN(C(=O)c2nn(Cc3ccccc3)c(=O)c3ccccc23)c2ccccc2O1 (configuration not stated)	26	-3	-4	0.0%	37*	11	-1.3	5	5
CC(=O)N=c1sccn1CC(O)c1ccc(Br)cc1 (configuration not stated)	-4	8	12	1.6%	11	-10	0.6	4	-2
O=C(CN1C(=O)S/C(=C\c2cccs2)C1=O)Nc1ccc(O)c(C(=O)O)c1	2	3	-7	1.0%	-6	-23	0.2	12	0
O=C(Nc1ccccc1)Nc1ccccc1C(=O)NCC1CC1	-7	-4	-4	0.4%	-3	9	-0.4	0	-2
Clc1ccc(/C=C/c2nc(Cl)c(-c3ccc(Cl)cc3)c(Cl)n2)cc1	18	-3	13	0.1%	-4	-15	1.1	2	1
Cn1nc(C(F)(F)F)c(-c2ccccc2)c1NC(=O)CCC(=O)O	-18	-3	-23	1.3%	-5	-3	-0.6	3	-3
O=C(COc1ccccc1)Nc1nnc(-c2ccccc2)o1	10	-7	nt	-1.9%	4	4	0.4	1	10
COc1cccc(CN2CCNC(=O)C2CC(=O)NC2CCCC2)c1OC (configuration not stated)	12	3	-18	5.6%	0	nt	nt	2	-1
S=C(Nc1ccc(Cl)cc1)Nc1ccc2cn[nH]c2c1	-3	5	-3	-1.0%	5	-7	-0.1	9	-4
COc1ccc(N2CCCCn3c2nc2c3c(=O)[nH]c(=O)n2C)cc1	8	-2	-17	0.8%	1	-2	-0.1	0	-4
COc1ccc(Cn2nnnc2C(c2ccncc2)N2CCOCC2)cc1 (configuration not stated)	-2	-3	8	0.7%	3	-5	0.6	3	-1
O=[N+]([O-])c1ccc(S(=O)(=O)Nc2ccc(-c3ccc(N4CCOCC4)nn3)cc2)cc1	6	-2	-11	2.2%	1	2	0.0	4	-5
CC(=O)CC(C)(C)S(=O)(=O)c1ccc(Oc2ccc(S(=O)(=O)C(C)(C)CC(C)=O)cc2)cc1	-25	24	1	0.5%	-11	6	-0.9	14	-10
Cc1cccc(NC(=O)c2cccc(S(=O)(=O)N3CCc4ccccc4C3)c2)n1	-13	-8	6	0.2%	-2	-4	-0.2	8	-9
Cc1ccc(-c2cc(C(=O)Nc3ccc(S(=O)(=O)Nc4cc(C)on4)cc3)c3ccccc3n2)c(C)c1	-7	-6	-8	-1.9%	1	-6	-1.6	1	-1
COc1ccc(CCNc2ccc(N3C(=O)CC(C)C3=O)cc2[N+](=O)[O-])cc1 (configuration not stated)	3	2	-16	2.7%	-3	28	-0.9	3	-5
CC(C)(C)C(=O)CN1CCN(S(=O)(=O)c2ccc(F)cc2)CC1	-6	1	0	1.5%	21	11	1.8	0	-1
O=C(N/N=C/c1coc2ccccc2c1=O)c1ccccc1Br	-8	-5	-6	3.4%	6	-10	0.5	4	-3
Cc1ccc(NC(=O)c2cc3nc(-c4ccc5c(c4)OCO5)cc(C(F)(F)F)n3n2)cc1Cl	0	-9	3	-1.3%	-2	nt	-0.9	1	-3

Single records (already shown):
Results for O=C(COc1ccccc1)Nc1nnc(-c2ccccc2)o1 : D1 antag = 10; D2 PAM = -7; RXFP1 antagonist = nt; RXFP1 agonist = -1.9%; TRHR enhancer = 4; D2 antagonist = 4; D2 agonist = 0.4; D1 ag = 1; D1 PAM = 10
Results for COc1ccc(Cn2nnnc2C(c2ccncc2)N2CCOCC2)cc1 (configuration not stated) : D1 antag = -2; D2 PAM = -3; RXFP1 antagonist = 8; RXFP1 agonist = 0.7%; TRHR enhancer = 3; D2 antagonist = -5; D2 agonist = 0.6; D1 ag = 3; D1 PAM = -1
Results for COc1ccc(CCNc2ccc(N3C(=O)CC(C)C3=O)cc2[N+](=O)[O-])cc1 (configuration not stated) : D1 antag = 3; D2 PAM = 2; RXFP1 antagonist = -16; RXFP1 agonist = 2.7%; TRHR enhancer = -3; D2 antagonist = 28; D2 agonist = -0.9; D1 ag = 3; D1 PAM = -5

(more compounds)
SMILES	D1 antag	D2 PAM	RXFP1 antagonist	RXFP1 agonist	TRHR enhancer	D2 antagonist	D2 agonist	D1 ag	D1 PAM
Nc1nc(SCCN2C(=O)c3ccccc3C2=O)n[nH]1	-3	25	5	1.5%	1	-32	0.7	1	0
CC(=O)NNC(=S)NC(=O)c1cccc([N+](=O)[O-])c1	-5	13	-1	3.6%	2	-1	-0.2	0	4
[O-]/[N+](=C\c1cccc(Br)c1)c1ccccc1	15	5	-1	1.0%	2	nt	nt	5	26
Cc1ccc(NS(=O)(=O)N2CCOCC2)c(C)c1	23	-2	-8	3.5%	-1	-1	0.1	6	-2
Cc1ccc(C(=O)N2CCN(c3ncc(C(F)(F)F)cc3Cl)CC2)s1	7	-4	-13	-0.2%	3	9	0.6	1	8
COc1ccc(-c2nc3scc(CCNS(=O)(=O)c4c(C)cc(C)cc4C)n3n2)cc1OC	nt	18	-7	2.0%	0	nt	nt	-4	1
COc1ccc(CNc2nc(-c3ccccc3)nn2S(=O)(=O)c2ccccc2)cc1	-3	8	nt	-0.3%	-12	nt	-0.3	18	-4
CN(C)S(=O)(=O)c1cccc(NC(=O)COc2nc3ccccc3nc2N2CCOCC2)c1	5	1	-3	2.6%	4	-3	0.1	2	-7
Cc1ccc(-c2nnc(SCC(=O)N/N=C/c3ccc(C(=O)O)cc3)n2C2CCCCC2)cc1	-6	-8	9	-4.7%	-1	-14	0.7	0	-1
CS(=O)(=O)N(CC(=O)N1CCN(c2ccccc2)CC1)Cc1ccc(Cl)cc1	-2	-7	7	-0.4%	-4	-8	1.6	9	-3
CN1CCN(C2=C(Cl)C(=O)N(CCc3ccccc3)C2=O)CC1	6	-23	-1	1.4%	-3	-4	0.5	9	-2
CN(C)C(=O)c1sccc1Oc1ccc(F)cc1[N+](=O)[O-]	-15	3	-27	-1.5%	2	-8	-0.2	1	-5
O=C(N1CCOCC1)N1CCN(C(=O)N(c2ccccc2)c2ccccc2)CC1	-2	11	-1	2.0%	6	-17	0.0	0	-6
CC1(C)C(CO)=CC(=O)C2=C1SCC(=O)N2	4	5	nt	5.6%	1	12	0.8	-3	-5
CCCC(=O)Nc1ccc(Cl)c(NC(=O)c2ccco2)c1	-5	3	-2	-0.1%	2	23	0.3	2	-2
CCOC(=O)c1cnc(-n2nc(C)cc2C)nc1NNc1nc(-c2ccccc2)cc(-c2ccccc2)n1	9	7	5	4.1%	-10	10	0.7	2	11
O=C(Cn1c(=O)[nH]c2ccccc2c1=O)Nc1ccc2c(c1)OCCO2	-5	9	13	25%	5	10	0.6	10	7
O=S(=O)(Nc1ncccn1)c1ccc(NC(=S)N2CCN(Cc3ccc(F)cc3Cl)CC2)cc1	-15	-2	-10	0.9%	0	-6	-0.4	-1	-4
Cc1ccc(N2C(=O)CC(Cc3cc(C)cc(C)c3)C2=O)cc1 (configuration not stated)	-2	0	6	-1.0%	0	-7	-0.6	1	-4
CC1CCN(c2ccc(-c3cccs3)nn2)CC1	-20	-13	-6	-1.3%	-6	14	0.2	2	-3
COc1ccc(C(=O)c2sc3nc(C)cc(-c4cccs4)c3c2N)cc1	14	8	-10	5.2%	10	12	-1.1	0	-3
O=c1c(-c2cc3ccccc3o2)[n+]([O-])c2ccccc2n1OCc1ccccn1	7	-5	-2	0.0%	-11	-3	4.3	4	7
O=[N+]([O-])c1cc(C(F)(F)F)ccc1NCCCCNS(=O)(=O)c1ccc2ccccc2c1	1	0	6	0.6%	3	6	-0.5	3	1
CCOc1ccc(C2NC(=O)Cc3cc(OC)c(OC)cc32)cc1 (configuration not stated)	18	-12	17	2.0%	4	10	1.1	2	-2
CCSc1ncc(Cl)c(C(=O)Nc2cccc(Cl)c2)n1	-3	-13	nt	0.1%	25	nt	nt	8	-1
COc1ccc(OC)c2sc(N3CCCCC3)nc12	-21	nt	-7	-1.5%	1	0	2.4	0	-7
Cc1ccc(-c2nc3ccccn3c2Nc2c(C)cccc2C)o1	-3	6	-10	8.1%	-5	nt	-0.3	0	1

Not all compounds are listed; rates above refer to the full screens.
